GCN5L2 inh = GCN5L2 (KAT2A) acetyltransferase inhibition; GCN5L2 HAT assay, ThioGlo1 CoA-SH fluorescence; AID 504327; Potency, µM (series often up to 58.9 µM), for inactives: at the highest dose activity change, negative = inhibition, usual class: inhibitors; actives 0.21% (n = 390,000)
Target sequence (Q92830 whole entry, looked up): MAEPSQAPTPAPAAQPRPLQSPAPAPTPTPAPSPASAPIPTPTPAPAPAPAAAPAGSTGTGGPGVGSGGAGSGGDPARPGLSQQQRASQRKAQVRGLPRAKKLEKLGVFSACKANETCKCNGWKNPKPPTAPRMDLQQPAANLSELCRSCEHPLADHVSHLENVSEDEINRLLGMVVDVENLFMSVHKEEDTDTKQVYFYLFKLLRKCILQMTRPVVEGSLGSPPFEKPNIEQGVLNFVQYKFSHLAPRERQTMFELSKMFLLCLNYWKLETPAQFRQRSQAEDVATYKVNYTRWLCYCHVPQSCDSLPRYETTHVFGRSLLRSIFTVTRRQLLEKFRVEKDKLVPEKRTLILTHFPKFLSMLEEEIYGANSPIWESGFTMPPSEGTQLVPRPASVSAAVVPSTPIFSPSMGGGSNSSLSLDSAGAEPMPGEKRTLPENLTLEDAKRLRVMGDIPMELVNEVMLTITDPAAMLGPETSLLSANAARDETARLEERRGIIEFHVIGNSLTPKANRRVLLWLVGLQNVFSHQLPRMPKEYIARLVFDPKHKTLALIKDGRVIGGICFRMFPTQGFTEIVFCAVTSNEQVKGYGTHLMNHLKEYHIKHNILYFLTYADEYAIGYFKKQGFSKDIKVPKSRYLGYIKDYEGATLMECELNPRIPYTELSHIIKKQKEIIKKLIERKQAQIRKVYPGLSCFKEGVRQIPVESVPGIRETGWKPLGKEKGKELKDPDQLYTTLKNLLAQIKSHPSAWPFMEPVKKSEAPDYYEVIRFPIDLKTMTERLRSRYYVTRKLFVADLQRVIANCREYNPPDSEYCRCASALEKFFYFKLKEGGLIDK
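Enzyme at 20nM final was mixed with library compounds for 15 min at room temperature. Peptide H3(1-25) at 75uM, acetyl-CoA at 70uM and ThioGlo1 at 50uM were then added. Plates were read immediately and after 20 min (Ex340nm/Em540nm).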
N370S GC mod = inhibits or activates N370S mutant glucocerebrosidase; P04062; N370S GC spleen homogenate, 4MU-glucoside fluorescence; Potency, µM (doses to about 59.4 µM), for the others: at the top dose activity change, negative = inhibition, usual class: inhibitors; actives 0.092% (n = 330,000);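 note: 0% = full enzyme activity and -100% = no enzyme basal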
FEN1 inhibitor = human FEN1 inhibition; Potency, µM (highest dose often 114 µM), for the others: at the highest dose activity change, negative = inhibition, actives largely listed as inhibitors; actives 0.35% (n = 390,000); P39748; Recombinant FEN1 flap cleavage, fluorescence, 15 min; note: nearly all actives have a fitted effect of over 65% in size
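Nuclease activity of 10 nM FEN1 was measured after 15 min of room-temperature exposure to titrated compounds, by adding 50 nM flap substrate and reading plates at 0 and 15 min.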
An asterisk follows results filed as active; ? = inconclusive; nt = no result given; & = joins results of further samples. Calls come from the whole dose curve; as a rule, active = well fitted curve in the direction sought with a large enough effect; inconclusive = small, poorly fitted or top-dose-only effect, or another doubt; inactive = no such curve, though single readings can be large; an effect the other way counts as inactive or inconclusive. Unless noted, % is set by controls: 0 for no effect and ±100 for the full control effect; potency is the fitted concentration of half-maximal effect.

SMILES	GCN5L2 inh	N370S GC mod	FEN1 inhibitor
O=C1N(Cc2ccccc2)c2ccccc2C1(O)c1c[nH]c2ccccc12 (stereo unspecified)	-2.3%	nt	4.0%
CCOC(=O)C1(C)C=C(Nc2ccc(C(=O)O)cc2)C(=O)N1c1ccc(C(=O)O)cc1 (stereo unspecified)	0.5%	nt	4.9%
CC(=O)OCc1cnc(C)c2oc(=O)c(C(=O)Nc3ccc(C)cc3Cl)cc12	26.1%	nt	-6.8%
COc1ccc(CNS(=O)(=O)c2cc(Br)cc3c2N(C(C)=O)C(C)C3)cc1 (stereo unspecified)	-5.0%&0.9%	-8.4%	5.2%&12.0%
COC(=O)c1cc(O)c(O)c(O)c1	-2.1%	19.1%	?
O=C(CN1CCOCC1)Nc1nc2ccc(Cl)cc2s1	2.8%	0.6%	-1.2%
Cc1nc2ccn(Cc3ccco3)c(=O)c2cc1C(=O)NCc1ccc(F)cc1	-0.4%	nt	-4.2%
CCCn1c2ccc(F)cc2c2nnc(SCCN(CC)CC)nc21	-4.4%	nt	2.9%
COc1ccc(C(=O)CNc2ccccc2CO)cc1	-1.8%	4.5%	-12.9%
CCOC(=O)c1ccc(N2C(=O)c3n[nH]c(-c4ccco4)c3C2c2ccc(OCC)cc2)cc1 (stereo unspecified)	-13.3%	nt	?
Cc1ccc(NC(=O)Cn2ccc([N+](=O)[O-])n2)cc1C	-0.6%	-5.6%	2.4%
CCNc1cc(N2CCCC2)ccc1[N+](=O)[O-]	-2.2%	5.5%	-14.3%
Cn1cccc1C(=O)N1CCC2(CC1)CN(C(=O)Nc1ccccc1)C2	-11.8%	4.1%	nt
COC(=O)c1sccc1S(=O)(=O)N(CC(=O)Nc1ccccc1)c1ccccc1	-2.0%	nt	9.8%
Cn1cnnc1SCc1ccc(C(=O)N=Nc2c(O)n(Cc3ccc(Cl)cc3)c3ccccc23)cc1	-11.2%	-22.5%	-8.1%

A draw from above in order of number of heavy atoms, rising:
SMILES	GCN5L2 inh	N370S GC mod	FEN1 inhibitor
CCNc1cc(N2CCCC2)ccc1[N+](=O)[O-]	-2.2%	5.5%	-14.3%
Cc1ccc(NC(=O)Cn2ccc([N+](=O)[O-])n2)cc1C	-0.6%	-5.6%	2.4%
O=C1N(Cc2ccccc2)c2ccccc2C1(O)c1c[nH]c2ccccc12 (stereo unspecified)	-2.3%	nt	4.0%
CC(=O)OCc1cnc(C)c2oc(=O)c(C(=O)Nc3ccc(C)cc3Cl)cc12	26.1%	nt	-6.8%
Cc1nc2ccn(Cc3ccco3)c(=O)c2cc1C(=O)NCc1ccc(F)cc1	-0.4%	nt	-4.2%

Full records from above.
Cn1cccc1C(=O)N1CCC2(CC1)CN(C(=O)Nc1ccccc1)C2 as listed: GCN5L2 inh: -11.8%; N370S GC mod: 4.1%; FEN1 inhibitor: nt
CCOC(=O)C1(C)C=C(Nc2ccc(C(=O)O)cc2)C(=O)N1c1ccc(C(=O)O)cc1 (stereo unspecified) as listed: GCN5L2 inh: 0.5%; N370S GC mod: nt; FEN1 inhibitor: 4.9%

Carrying on.
SMILES	GCN5L2 inh	N370S GC mod	FEN1 inhibitor
O=C(c1ccc(F)cc1)n1nc(-c2ccc(Cl)cc2)nc1NCc1ccco1	6.7%	nt	3.1%
Cc1cc(C)c(C#N)c(N2CCN(c3ccccc3F)CC2)n1	-2.2%	10.7%	-5.4%
CNc1ccc(C(=O)Oc2cc(O/N=[N+](\[O-])N(C)C)c([N+](=O)[O-])cc2[N+](=O)[O-])cc1	nt	-6.8%	4.0%
COc1ccc(-c2nc(CS(=O)CC(=O)NC3CCCc4ccccc43)c(C)o2)cc1OC (stereo unspecified)	-11.1%	-0.3%	-3.0%
S=c1ccc2ccccc2[nH]1	-8.4%	-5.8%	11.9%
Cc1ccc(NC(=O)C2Cc3ccccc3O/C2=N\O)cc1C (stereo unspecified)	0.8%	-7.2%	-1.6%
COc1ccc(C(=O)c2cc([N+](=O)[O-])ccc2N2CCOCC2)cc1	-5.2%	-13.8%	2.9%
C=C(C)Cn1c(SCC(=O)NCc2ccco2)nc2sc3c(c2c1=O)CCC3	-0.5%	12.8%	-0.4%
C=CCC(CC=C)(CNC(=O)C(=O)Nc1cc(C)ccc1OC)c1ccc(OC)c(OC)c1	-8.3%	nt	-6.8%
N#C/C(=C/c1ccc(N2CCCCCC2)o1)c1cccc(F)c1	-29.5%	11.9%	-15.4%
Cc1c(N(C(=O)c2ccccn2)C2(C(=O)NC3CCCCC3)CCCCC2)c(=O)n(-c2ccccc2)n1C	-7.7%	11.1%	-3.3%
COc1ccc2c(c1)CCC/C2=N\Nc1nc(C(=O)NN)cs1	-5.6%	-12.4%	-2.8%
CC(=O)C1CCC2C3CC=C4CC(O)CC[C@@]4(C)C3CC[C@]12C (stereo partly specified)	-7.5%	2.0%	nt
COc1ccc(CCNC(=O)c2c(C)nc3ccccn23)cc1	-4.1%	7.7%	1.4%
CC(CCc1ccccc1)NC(=S)NC(=O)c1ccco1 (stereo unspecified)	-21.2%	?	-17.0%
CCOC(=O)c1ccc(Nc2c(-c3cccc(O)c3)nc3nc[nH]n23)cc1	-6.9%	nt	11.4%
Cc1ccc(S(=O)(=O)NC2CCCCC2)c(C)c1NS(C)(=O)=O	-8.4%	-4.4%	15.8%
CCOC(=O)/C(C#N)=C/C1=C(N2CCOCC2)C(C)(C)OCC1	-2.1%	-6.8%	2.1%
O=C(c1ccccc1)N(Cc1ccco1)Cc1cccs1	-0.3%	nt	-10.9%
Cc1ccc(S(=O)(=O)N2CCN(c3ncnc4sccc34)CC2)cc1C	-7.5%	-6.5%	-16.2%
COc1ccc(C(=O)OCC[N+]2(C)CCCCC2)cc1	-19.1%	-10.0%	8.8%
O=C1CN(C(=O)COC(=O)CNC(=O)c2ccc(Cl)cc2)c2ccccc2N1	-2.9%	-9.1%	0.8%
O=C(NC(=S)Nc1ccc(-c2nc3ncccc3o2)cc1)c1ccccc1F	-15.5%	9.2%	3.3%
CCOCCn1c(N2CCN(c3ccccc3)CC2)nc2c1c(=O)n(C)c(=O)n2C	0.0%	-8.6%	-4.6%
COc1cccc(-c2cc(C(F)(F)F)nc(-n3ccc([N+](=O)[O-])n3)n2)c1	-3.8%	-8.8%	0.6%
Cc1c(NC(=O)COC(=O)Cc2ccc(Br)cc2)c(=O)n(-c2ccccc2)n1C	-5.9%	nt	18.2%
Cc1ccc(/C=N/NC(=O)c2nnn(-c3nonc3N)c2CN(C)C2CCCCC2)cc1	-12.1%	-0.1%	22.1%
CCOC(=O)C1=C(C)N(C)C(=S)NC1c1cccc(Cl)c1Cl (stereo unspecified)	-4.1%	?	-3.3%
O=C(Cc1ccc(S(=O)(=O)N2CCOCC2)s1)N1CCN(c2ccc(C(F)(F)F)cc2[N+](=O)[O-])CC1	-13.7%	-7.0%	-14.9%
Cc1cc2nc(C)n(CCCNC(=O)Nc3ccc(F)cc3)c2cc1C	-0.6%	8.5%	-3.2%
O=C(Cn1c(-c2cccs2)cc2cc(Cl)ccc21)N1CCCCC1	-10.4%	nt	-9.9%
COc1cccc(N2CCN(c3ccc(S(=O)(=O)N4CCCC4)cc3)CC2)c1	-0.3%	10.2%	-12.5%
Cc1ccccc1NC(=O)C(=O)NCCc1ccccc1	-1.3%	-0.4%	-0.9%
O=C(Nc1ccc(N2C(=O)c3cccc4cccc(c34)C2=O)cc1)c1ccc(N2CCCCC2)c([N+](=O)[O-])c1	-2.9%	-0.3%	-1.5%
O=C(/C=C/c1cccc([N+](=O)[O-])c1)NCCN1C(=O)S/C(=C\c2ccc(F)cc2)C1=O	-6.8%	12.0%	7.1%
Cc1cccc(NC(=O)CSc2nnc3ccc(-c4ccccn4)nn23)c1	1.1%	-10.0%	3.9%
CC1CN=C(NC(=O)c2cccc([N+](=O)[O-])c2)S1 (stereo unspecified)	-6.7%	-8.7%	19.5%
O=[N+]([O-])c1ccc(Nc2c3ccccc3nc3ccccc23)cc1	-4.2%	-23.2%	-24.5%
CC(C)COC(=O)Nc1nnc(SCc2ccccc2F)s1	-1.7%	1.5%	2.3%
COc1cccc2cc(C(=O)Nc3cccc(C)n3)c(=O)oc12	-1.2%	-9.5%	4.0%
CCCCn1c(=O)[nH]c2ccccc21	-0.4%	1.6%	22.9%
Cc1cc2c(cc(C(=O)OC(C(=O)NCC3CCCO3)C(C)C)n2C)o1 (stereo unspecified)	-3.3%	-12.9%	1.5%
COc1ccccc1CNC(=O)CSc1nc2nc(C)c(Cc3ccccc3Cl)c(C)n2n1	-8.6%	nt	9.0%
CCOC(=O)c1cc(C)sc1NC(=O)CCC(=O)O	-3.7%	-2.5%	-1.3%
O=C(CSc1n[nH]c(-c2ccncc2)n1)Nc1ccccc1	-13.3%	-9.7%	-14.5%
Cc1cccc(OCC(=O)N(Cc2cccc(Cl)c2)Cc2ccco2)c1C	-8.8%	nt	0.9%
CC(C1CC2CCC1C2)n1c(-c2cccs2)n[nH]c1=S (stereo unspecified)	-17.7%	9.8%	-14.8%
COc1ccc(C(=O)Nc2c(Cl)cc(Cl)cc2C(=O)NCc2ccco2)cc1	2.1%	7.3%	7.8%
COc1ccccc1OCCNC(=O)c1cc(F)c(F)cc1Cl	1.6%	3.7%	-2.6%
Cc1ccc(S(=O)(=O)N2CCN(C(=O)c3ccccc3OCc3c(C)noc3C)CC2)cc1	-0.3%	nt	-4.5%
COc1cccc(C(=O)N(Cc2sccc2C)C2CCS(=O)(=O)C2)c1 (stereo unspecified)	2.0%	nt	-0.3%
CC(=O)Nc1ccc(SC[C@H](C)CN2CC[C@H](C(C)(C)C)CCC2=O)cc1	?	nt	2.1%&-6.0%
CSC(=NC#N)N1CCN(c2c(C)cccc2C)CC1	7.6%	-10.1%	2.8%
COc1cc(C(=O)Nc2ccc(C)cn2)ccc1OCC(=O)N1CCOCC1	-5.9%	nt	-5.6%
Cc1cccc(NC(=O)C2CCN(S(=O)(=O)c3ccc4c(c3)OCCO4)CC2)n1	-3.2%	0.5%	0.6%
COc1ccc(OC)c(NC(=O)Cn2c(=O)n(Cc3nc(C)no3)c(=O)c3ccccc32)c1	-5.0%	nt	-5.8%
CN(C)C(=O)CCC(=O)N1CCCC(N2CCN(c3cccc(C(F)(F)F)c3)CC2)C1 (stereo unspecified)	-12.5%	-0.5%	-0.5%
S=c1nc(-c2ccccc2)n(CCN2CCOCC2)c2c1CCCC2	-3.7%	-19.5%	-5.2%
COc1ccc(NC(=O)COc2ccc3c(c2)OCO3)cc1	-2.3%	-5.7%	8.9%
O=C(Nc1ccc(C(=O)N2CCN(c3ccc(F)cc3)CC2)cc1)c1nsc2ccccc12	-16.7%	nt	-13.6%

Following part.
SMILES	GCN5L2 inh	N370S GC mod	FEN1 inhibitor
O=S(=O)(c1cccc2cccnc12)N1CCN(Cc2ccccc2)CC1	1.5%	-1.2%	-10.1%
O=C(c1ncc[nH]1)c1ccco1	-6.2%	6.9%	-1.2%
Cc1nn(C)cc1CN(C)S(=O)(=O)c1cccc([N+](=O)[O-])c1	3.1%	-2.0%	23.6%
CC(=O)CSc1nc2c(c(=O)[nH]c(=O)n2C)n1Cc1ccccc1Cl	-3.2%	1.5%	3.3%
O=C(c1cccc(C(F)(F)F)c1)C1CCCN(C(=O)c2cc(C3CC3)[nH]n2)C1 (stereo unspecified)	-7.2%	-3.5%	20.0%
Cc1ccc(CC(=O)N/N=C/c2ccc3c(c2)OCO3)cc1	-0.8%	1.6%	0.7%

Screening results deposited in PubChem BioAssay by National Center for Advancing Translational Sciences (NCATS).

This is a subset (hit frequency here may not be typical).
